Scp-1 inhibitor: Scp-1 (human) phosphatase inhibition; actives 0.88% (n = 340,000); inhibition, % at 20 µM; Q9GZU7; Recombinant Scp1, phosphopeptide, malachite green phosphate absorbance;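 active means inhibition above about 50% at 20 µM, limit read from the data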;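 further: plate controls were DMSO wells with enzyme for no effect and wells lacking enzyme for full effect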
Target sequence (Q9GZU7 76-261 limits assumed): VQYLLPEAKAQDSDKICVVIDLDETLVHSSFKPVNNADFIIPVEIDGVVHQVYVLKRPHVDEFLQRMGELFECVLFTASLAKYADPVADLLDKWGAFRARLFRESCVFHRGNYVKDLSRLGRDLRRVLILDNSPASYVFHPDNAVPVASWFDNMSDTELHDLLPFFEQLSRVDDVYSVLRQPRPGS
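Assay system: SCP-1 catalytic fragment, aa 76-261 | Buffer or medium: Tris acetate buffer pH 5.5 with MgCl2 and Tween-20 | Compound: One concentration, 20 µM, with 1.0% DMSO | Also added: Phospho 17-mer peptide substrate | Signal: Absorbance at 630 nm | Incubation: 45 min enzyme reaction at room temperature | Measure: % inhibition of SCP-1 phosphate liberation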
MT1-MMP act inh: blocks activation of human MT1-MMP | P50281 | HT1080 RFP-PRO-GFP cells, GFP/RFP ratio fluorescence, overnight; percent of plate control window, DMSO zero | GFP/RFP ratio change, % at 20 µM | actives 0.061% (n = 360,000) | AID 651647;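 active means GFP/RFP ratio change of at least 30% with cell ATP level not reduced by more than half and red fluorescence within 50% of control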; further: strong numbers were not always called active
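Material – HT1080 RFP-PRO-GFP cells · Control set – DMSO wells and RFP-L50D-GFP cells · Incubation – overnight cell settling, then overnight compound exposure, 37 °C, 5% CO2 · Compound dosing – single-point 20 µM compound, 1% DMSO · Read-out – GFP/RFP fluorescence ratio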
SKN-1 inh: inhibitors of C. elegans SKN-1. C. elegans VP596 Pgst-4::GFP/RFP ratio, acrylamide-induced, 24 h. inhibition, % at 21.8 µM. actives 0.49% (n = 360,000);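 active means interference check ratio from 0.5 to 1.5 plus GFP to RFP signal ratio inhibition reaching or exceeding a fixed threshold, cut at about 30% in these data, passing the limit was not always enough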; further: some compounds called inactive have numbers as strong as hits
DNMT1 inh: blocks human DNA methyltransferase DNMT1 | actives 0.83% (n = 360,000) | DNMT1 molecular beacon, Hinp1I cleavage, fluorescence | inhibition (reported as % activation of signal), % at 10 µM | AID 588458 | P26358; in the data active means inhibition above about 50%
STEP inh: STEP (human) phosphatase inhibition; P54829; recombinant STEP, OMFP fluorogenic substrate, fluorescence; inhibition, % at 20 µM; actives 0.25% (n = 360,000);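 active means inhibition at 20 µM, scaled per plate between control wells, above about 37%, limit read from the data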;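 further: 0% = DMSO with enzyme and substrate and 100% = substrate only without enzyme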
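Assay system: isolated STEP enzyme / Timing: 20 min at room temperature, dark / Doses: 20 µM, 1% DMSO / Technique: fluorescence intensity, excitation 480 nm, emission 540 nm / Reagent: fluorogenic phosphatase substrate OMFP at 25 µM final / Measure: percent inhibition scaled to no-enzyme and uninhibited-enzyme controls, plate-pattern corrected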
LMPTP inh: LMPTP (human) inhibition. P24666. recombinant LMPTP-A, OMFP fluorogenic substrate, fluorescence intensity. inhibition, % at 20 µM. actives 0.22% (n = 360,000);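 active means compounds that cut the enzyme signal by at least half of the control window in the single-dose screen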;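 further: plate controls were DMSO wells with enzyme plus substrate for no effect and substrate without enzyme for full effect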
Target sequence (P24666 whole entry, looked up): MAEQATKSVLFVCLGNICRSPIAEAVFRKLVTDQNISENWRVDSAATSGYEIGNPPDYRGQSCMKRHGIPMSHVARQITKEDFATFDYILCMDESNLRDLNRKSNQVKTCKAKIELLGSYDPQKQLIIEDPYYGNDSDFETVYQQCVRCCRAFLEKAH
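Assay system: LMPTP-A phosphatase enzyme | Input: 0.625 nM enzyme | Also added: Fluorogenic phosphatase substrate OMFP at 400 µM final | Compound dosing: One test concentration per compound, 20 µM, with 3% DMSO overall | Schedule: 50 min enzyme reaction at room temperature, protected from light | Signal: Fluorescence intensity | Benchmarks: no-enzyme and uninhibited controls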
NadD inh: blocks S. aureus nicotinate mononucleotide adenylyltransferase. AID 602399. purified NadD enzyme, colorimetric absorbance read-out. actives 0.78% (n = 360,000). inhibition, % at 20 µM; in the data active means inhibition above about 26%; further: some compounds past the cut are filed as inactive
CendR NRP1 mod: NRP-1/CendR interaction modulation. inhibition, % at 25 µM. FAM-RPARPAR peptide binding to NRP-1, fluorescence polarization. actives 0.85% (n = 360,000);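 active means inhibition or corrected inhibition above about 18%, plus a signal ratio from 0.5 to 1.5, limit read from the data, passing the limit was not always enough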; further: strong numbers were not always called active
Rpn11 inh: blocks the human proteasome subunit Rpn11. human 26S proteasome, Ub4-pepOG fluorescence polarization; 20S core pre-blocked with epoxomicin. O00487. actives 0.59% (n = 360,000). calls only at 20 µM. AID 588493;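 active means inhibition at 20 µM, scaled to each plate's controls, above about 33%, limit read from the data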
Target sequence (O00487 whole entry, looked up): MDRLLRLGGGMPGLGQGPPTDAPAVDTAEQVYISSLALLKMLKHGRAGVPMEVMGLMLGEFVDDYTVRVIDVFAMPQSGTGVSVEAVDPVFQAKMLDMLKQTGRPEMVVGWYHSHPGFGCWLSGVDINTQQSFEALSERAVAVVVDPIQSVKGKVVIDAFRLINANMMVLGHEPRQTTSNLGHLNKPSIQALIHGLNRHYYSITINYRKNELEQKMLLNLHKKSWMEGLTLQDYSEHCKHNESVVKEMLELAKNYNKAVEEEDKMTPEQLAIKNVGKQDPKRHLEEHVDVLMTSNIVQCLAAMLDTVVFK
SUMO1 PPI mod: SUMO1-SIM interaction modulation; P63165; inhibition, % at 20 µM; SUMO1 binding to a labelled peptide, TR-FRET, 1 h; AID 602429; actives 0.33% (n = 360,000); in the data active means inhibition above about 37%
Target sequence (P63165 whole entry, looked up): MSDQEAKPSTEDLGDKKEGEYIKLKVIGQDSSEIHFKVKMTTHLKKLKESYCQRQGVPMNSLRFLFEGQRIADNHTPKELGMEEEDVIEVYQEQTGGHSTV
Numbers without * were called inactive; i = inactive; . = not tested or not shown.

SMILES	Scp-1 inhibitor	MT1-MMP act inh	SKN-1 inh	DNMT1 inh	STEP inh	LMPTP inh	NadD inh	CendR NRP1 mod	Rpn11 inh	SUMO1 PPI mod
N#CCSc1nnc(-c2ccccc2)c(-c2ccccc2)n1	-3	1	4	-2	1	-0.3	-4	-7	i	-20
COCCNC(=O)/C(C#N)=C/C(C)=C/c1ccccc1	-10	-1	0	6	-6	-0.5	-2	9	i	-16
Cn1c(=O)c(C(=O)CN2CCN(Cc3ccc4c(c3)OCO4)CC2)c(N)n(Cc2ccccc2)c1=O	-4	-1	-3	22	1	-1.0	-9	2	i	7
COc1cccc(CNC(=O)C2CC(=O)N(C3CCCCCCC3)C2)c1 (stereo not given)	-6	-2	-3	2	-1	-1.4	-1	-1	i	-4
Cc1cccc(NC(=S)N(C)Cc2cn(C)c3ccccc23)c1	-10	0	13	-5	-1	0.9	1	-8	i	2
Cc1ccsc1C(=O)OCC(=O)N(C)c1c(N)n(Cc2ccccc2)c(=O)[nH]c1=O	1	-1	3	-2	0	0.0	0	15	i	4
COc1ccc(CCNc2ncnc3sccc23)cc1OC	-3	-6	-4	-12	-2	0.0	-2	-7	i	2
OCCN1CCN(CC(O)COc2ccc3c(c2)OCO3)CC1 (stereo not given)	-1	4	13	1	-1	-8.0	-3	5	i	1
Cc1cc(NC(=O)COC(=O)C(Nc2ccc(C(F)(F)F)cc2Cl)C(C)C)no1 (stereo not given)	-17	-8	-11	-2	0	4.3	-7	5	i	0
CCCCc1c(C)c2ccc(OCC(C)=O)cc2oc1=O	-7	4	3	4	0	1.7	1	-2	i	-3
CCc1ccc(NS(=O)(=O)c2cccc3nsnc23)cc1	-6	-1	5	0	3	0.1	-13	2	i	-32
COC(=O)c1cncc(O)c1	-13	1	1	-5	3	-0.5	2	10	i	-3
CCSc1ncc(Cl)c(C(=O)Nc2ccccc2)n1	-19	3	-4	-1	-3	0.2	-4	3	i	-2
COc1cc(SC)ccc1C(=O)N(Cc1ccccc1)c1ccccc1	-9	-1	-9	5	0	0.2	-6	-13	i	0
Nc1c(Nc2ccccc2)c2ccccc2oc1=O	-5	3	-12	-3	0	-0.5	-6	8	i	-20
N#Cc1cccc(NC(=O)c2cc(C3CCCCN3C(=O)CCCc3ccccc3)on2)c1 (stereo not given)	.	-2	16	0	-5	1.4	-3	-10	i	4
Cc1ccccc1NCC(=O)N/N=C/C(Br)=C/c1ccccc1	-5	2	0	-20	-1	1.6	-2	0	i	0
CN(C)C1(CNC(=O)C2CCC(=O)N(Cc3ccc(Cl)cc3)C2)CCCCC1 (stereo not given)	-5	-4	8	0	3	0.5	0	-1	i	-1
CC(=O)Nc1ccc(NC(=O)C(C)OC(=O)CCCOc2ccc(Cl)cc2C)cc1 (stereo not given)	-5	0	-12	-1	-2	0.7	-2	-7	i	2
O=C(OCC#CCSc1nc2ccccc2s1)c1ccco1	-6	-5	5	2	1	2.7	-4	-17	i	6
COc1cccc(CC2(CO)CCCN(Cc3cc4ccccc4[nH]3)C2)c1 (stereo not given)	-13	-2	-6	-21	3	-0.3	-4	1	i	-2
COc1ccc(NC(=S)N2CCc3ccccc32)cc1OC	-2	0	11	1	2	3.1	1	8	i	-1
O=C(O)[C@]1(S(=O)(=O)c2ccccc2)C[C@@H]2ON=C(c3cccc(Br)c3)[C@@H]2C1	-3	-1	1	7	7	-0.8	2	8	i	2
O=[N+]([O-])C(=C1Nc2ccccc2N1)C(Cl)=C(Cl)Cl	7	15	-1	7	0	-1.0	6	0	i	-5
O=C(Nc1cc(Cl)ccc1-n1cncn1)c1cn2ccccc2n1	5	-2	0	2	0	0.6	-7	-11	i	5
Cc1cc(OC(C)C(=O)Nc2cccnc2)ccc1Cl (stereo not given)	1	3	-5	0	-2	-1.3	0	-2	i	0
COc1cc(C2NC(=O)NC(C)=C2C(C)=O)cc(OC)c1OC (stereo not given)	1	-7	4	-1	-2	-0.2	5	-7	i	-2
CCCSCCCNC(=O)c1ccc(NC(=O)C2=CSCCO2)cc1	-9	-1	6	-2	0	-0.2	-9	3	i	-3
Cn1c(=O)c2c(nc(NCc3ccccc3)n2CC(=O)NCc2ccccc2)n(C)c1=O	-3	0	4	-2	-1	-1.0	-2	5	i	-4
CCOC(=O)C1CCCN(C(=O)c2cccc(S(=O)(=O)N3CCOCC3)c2)C1 (stereo not given)	-7	0	4	1	-8	-1.4	-1	-7	i	-8
Cc1nc2ccccc2c(=O)n1Nc1cccc(Cl)c1	-4	11	13	0	2	-0.7	0	-2	i	-2
COc1ccc(C(=O)NC(CCSC)C(=O)NCc2nnc3ccccn23)cc1 (stereo not given)	-1	8	6	-4	-4	-0.9	-1	3	i	0
COc1ccc(C2CC(=O)C=C(O)C2)cc1 (stereo not given)	-5	2	-5	2	1	-2.1	-4	-6	i	0
C/C(COc1ccccc1)=N\NC(=O)c1nnn(-c2nonc2N)c1CSc1ccccc1	-5	1	-8	-9	-1	-1.4	3	-3	i	5
CC1(c2nc3ccccc3[nH]2)CCC(=O)N1Cc1ccccn1 (stereo not given)	.	5	6	5	2	-0.8	-6	12	i	3
COc1ccc(C(=O)Cn2c(NCCO)nc3ccccc32)cc1	-1	-5	5	0	11	3.5	-2	8	i	0
CC12CN3CCN(CC(C3)/C1=N/NC(=O)Nc1ccccc1)C2	-5	-14	-1	0	1	-1.4	-1	13	i	-1
COC(=O)c1ccccc1NC(=O)c1nc2nc(C)cc(C)n2n1	10	-7	-12	5	-2	-1.6	4	6	i	1
O=C(O)Cc1cccc2ccccc12	0	-1	-17	0	-1	-2.7	2	0	i	4
Cn1ccc(C(=O)NC(=S)Nc2ccc([N+](=O)[O-])cc2O)n1	-8	4	-1	0	4	3.3	-10	7	i	-26

11 entries from above, in markdown.
| smiles | Scp-1 inhibitor | MT1-MMP act inh | SKN-1 inh | DNMT1 inh | STEP inh | LMPTP inh | NadD inh | CendR NRP1 mod | Rpn11 inh | SUMO1 PPI mod |
| --- | --- | --- | --- | --- | --- | --- | --- | --- | --- | --- |
| N#CCSc1nnc(-c2ccccc2)c(-c2ccccc2)n1 | -3 | 1 | 4 | -2 | 1 | -0.3 | -4 | -7 | i | -20 |
| COCCNC(=O)/C(C#N)=C/C(C)=C/c1ccccc1 | -10 | -1 | 0 | 6 | -6 | -0.5 | -2 | 9 | i | -16 |
| Cn1c(=O)c(C(=O)CN2CCN(Cc3ccc4c(c3)OCO4)CC2)c(N)n(Cc2ccccc2)c1=O | -4 | -1 | -3 | 22 | 1 | -1.0 | -9 | 2 | i | 7 |
| COc1cccc(CNC(=O)C2CC(=O)N(C3CCCCCCC3)C2)c1 (stereo not given) | -6 | -2 | -3 | 2 | -1 | -1.4 | -1 | -1 | i | -4 |
| Cc1cccc(NC(=S)N(C)Cc2cn(C)c3ccccc23)c1 | -10 | 0 | 13 | -5 | -1 | 0.9 | 1 | -8 | i | 2 |
| Cc1ccsc1C(=O)OCC(=O)N(C)c1c(N)n(Cc2ccccc2)c(=O)[nH]c1=O | 1 | -1 | 3 | -2 | 0 | 0.0 | 0 | 15 | i | 4 |
| COc1ccc(CCNc2ncnc3sccc23)cc1OC | -3 | -6 | -4 | -12 | -2 | 0.0 | -2 | -7 | i | 2 |
| OCCN1CCN(CC(O)COc2ccc3c(c2)OCO3)CC1 (stereo not given) | -1 | 4 | 13 | 1 | -1 | -8.0 | -3 | 5 | i | 1 |
| Cc1cc(NC(=O)COC(=O)C(Nc2ccc(C(F)(F)F)cc2Cl)C(C)C)no1 (stereo not given) | -17 | -8 | -11 | -2 | 0 | 4.3 | -7 | 5 | i | 0 |
| CCCCc1c(C)c2ccc(OCC(C)=O)cc2oc1=O | -7 | 4 | 3 | 4 | 0 | 1.7 | 1 | -2 | i | -3 |
| CCc1ccc(NS(=O)(=O)c2cccc3nsnc23)cc1 | -6 | -1 | 5 | 0 | 3 | 0.1 | -13 | 2 | i | -32 |

The list continues:
SMILES	Scp-1 inhibitor	MT1-MMP act inh	SKN-1 inh	DNMT1 inh	STEP inh	LMPTP inh	NadD inh	CendR NRP1 mod	Rpn11 inh	SUMO1 PPI mod
COc1ccc(-c2nnn(CC(=O)N(CCO)C(C(=O)NC3CCCC3)c3ccc(F)cc3)n2)cc1 (stereo not given)	-6	-5	16	-1	0	0.6	-4	-2	i	0
CCOC1=C2[C@H](c3ccc(Cl)cc3)N(S(=O)(=O)c3ccc(C)cc3)C[C@H]2n2c(=O)n(-c3ccccc3)c(=O)n2C1	.	2	14	10	0	0.7	19	15	i	4
CCOC(=O)N1CCN(S(=O)(=O)c2ccc3c(c2)CCN3C(=O)C2CCC2)CC1	-7	2	18	0	-2	-0.5	-3	6	i	-2
CC(Nc1n[nH]c(=S)[nH]c1=O)C(=O)OCc1ccccc1 (stereo not given)	-8	.	-27	10	7	0.0	0	10	i	-4
CC(C)NC(=S)NC(c1ccccc1)(c1ccccc1)c1ccccc1	-12	3	10	0	4	1.2	-3	1	i	2
CCn1nc(NC(=O)c2cccnc2)c2cc3cccc(C)c3nc21	8	.	-3	10	0	1.0	4	-10	i	-6
COC(=O)C1=C(C)NC(=O)NC1c1ccsc1 (stereo not given)	-8	4	7	2	2	-1.2	1	12	i	4
CC(C)Oc1ccc(/C(O)=C2/C(=O)C(=O)N(CCN3CCOCC3)C2c2ccccc2)cc1 (stereo not given)	-13	0	-7	0	1	-2.5	6	0	i	-15
CCc1c(C)nc2ncnn2c1N1CCCC(C(=O)NCc2cccs2)C1 (stereo not given)	-9	4	2	1	2	-2.5	-8	1	i	-2
Cc1c(O[C@@H]2O[C@H](CO)[C@@H](O)[C@H](O)[C@H]2O)c(CO)c(O[C@@H]2O[C@H](CO)[C@@H](O)[C@H](O)[C@H]2O)c2c1O[C@@H](c1ccccc1)C[C@@H]2O	7	3	11	13	-1	-1.1	0	5	i	2
CC#CCN(Cc1ccco1)C(=O)c1ccc(OC2CCN(Cc3ccccn3)CC2)cc1	-4	-1	25	-3	2	1.1	6	-4	i	9
c1ccc(NCCc2ccccn2)cc1	-8	-1	19	2	6	-0.9	-1	2	i	3
O=S(=O)(c1ccc(-c2cnc(C3CC3)o2)cc1)N1CCN(c2ccccc2)CC1	5	-2	-1	11	10	1.7	-1	-3	i	-2

Some of these compounds in order of the Scp-1 inhibitor value, rising.
SMILES	Scp-1 inhibitor	MT1-MMP act inh	SKN-1 inh	DNMT1 inh	STEP inh	LMPTP inh	NadD inh	CendR NRP1 mod	Rpn11 inh	SUMO1 PPI mod
CC(C)NC(=S)NC(c1ccccc1)(c1ccccc1)c1ccccc1	-12	3	10	0	4	1.2	-3	1	i	2
COC(=O)C1=C(C)NC(=O)NC1c1ccsc1 (stereo not given)	-8	4	7	2	2	-1.2	1	12	i	4
CC#CCN(Cc1ccco1)C(=O)c1ccc(OC2CCN(Cc3ccccn3)CC2)cc1	-4	-1	25	-3	2	1.1	6	-4	i	9
